Assay outcomes as filed in PubChem BioAssay.
Pol beta inh = inhibitors of human DNA polymerase beta; Pol beta primer extension/strand displacement, fluorescence kinetic; Potency, µM (highest dose often 114 µM), inactives show at the top dose activity change, negative = inhibition, actives largely listed as inhibitors; actives 1.3% (n = 340,000); AID 485314; further: potency means the concentration at half of the fitted maximal effect; on the % scale 0 is the no-effect control and ±100 the full control effect
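Homogeneous kinetic assay of primer extension and strand displacement by 10 nM Pol beta, preincubated 15 min at room temperature with compound before 50 nM substrate (final) was added. Read at 0 and 10 min; four-parameter Hill fit.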
POLK inh = blocks human DNA polymerase kappa activity; purified Pol kappa, fluorescent DNA synthesis assay, 10 min; Potency, µM (top dose mostly 107 µM), inactives show at the top dose activity, negative = inhibition, hits mostly inhibitors; actives 0.53% (n = 400,000); AID 588579; further: potency means the concentration at half of the fitted maximal effect; on the % scale 0 is the no-effect control and ±100 the full control effect
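Readout: fluorescence, taken kinetically at 0 and 10 min. Conditions: 10 nM Pol kappa, 15 min RT compound preincubation, 50 nM substrate final. Controls: enzyme-free buffer wells.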
Pol iota inh = inhibitors of human DNA polymerase iota. Pol iota fluorescent replication assay, 10 min. AID 588590. Q9UNA4. Potency, µM (top dose mostly 115 µM), inactives show at the top dose activity, negative = inhibition, actives largely listed as inhibitors. actives 1% (n = 390,000); further: potency means the concentration at half of the fitted maximal effect
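Fluorescent replication assay read twice, at 0 min and 10 min after adding 50 nM (final) substrate. Enzyme (10 nM) and compounds were first incubated 15 min at room temperature; enzyme-free buffer wells were negative controls.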
LDHA inh = inhibitors of human lactate dehydrogenase A; P00338; purified LDHA, NADH/diaphorase-resazurin fluorescence; stronger effect = lower value; activity change, % (values are at about 110 or 230 µM); actives 0.15% (n = 480,000); AID 1347041; in the data active means activity change below about -30%; inconclusive means mostly about -25% to -30%;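 further: plate controls were DMSO wells for no effect and wells without enzyme for full effect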
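Human LDH5 (2 nM) was incubated with 0.06 mM NADH and 0.2 mM pyruvate for 5 min at room temperature in Tris pH 7.4. Remaining NADH was coupled through diaphorase/resazurin, and resorufin fluorescence was read at 0 and 20 min.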
Pol eta inh = DNA polymerase eta (human) inhibition. Q9Y253. recombinant Pol eta, fluorescent DNA replication assay. Potency, µM (top dose mostly 114 µM), inactives show top-dose activity change, negative = inhibition, actives largely listed as inhibitors. actives 1.2% (n = 390,000). AID 588591; further: potency means the concentration at half of the fitted maximal effect; on the % scale 0 is the no-effect control and ±100 the full control effect
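Fluorescent replication assay: 50 nM final substrate added after a 15 min room-temperature compound preincubation with 10 nM enzyme. Signal taken at 0 min and again at 10 min.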
Anesthetic bind = candidate novel general anesthetic via apoferritin binding; Potency, µM (series often up to 77.5 µM), without a hit: top-dose activity change, negative = displacement, hits mostly inhibitors; P02791; apoferritin/1-aminoanthracene competitive binding, fluorescence; AID 485281; actives 0.074% (n = 350,000); further: potency means the concentration at half of the fitted maximal effect; on the % scale 0 is the no-effect control and ±100 the full control effect; nearly all actives have a fitted effect of over 20% in size
Target sequence (P02791 2-175 limits assumed): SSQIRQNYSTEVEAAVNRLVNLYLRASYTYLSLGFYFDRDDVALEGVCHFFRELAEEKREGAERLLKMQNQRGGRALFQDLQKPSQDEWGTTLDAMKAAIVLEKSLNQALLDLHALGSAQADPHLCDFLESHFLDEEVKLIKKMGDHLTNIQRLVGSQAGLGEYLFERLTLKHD
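Concentration-response curves derived by four-parameter Hill fitting of normalized fluorescence, where compounds displaced 1-AMA from 10 uM horse apoferritin following a brief 10 min room-temperature incubation; propofol titration acted as positive control.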
APE1 inh = APE1 (human) endonuclease inhibition. P27695. recombinant APE1, TAMRA/BHQ-2 abasic DNA cleavage fluorescence. Potency, µM (series often up to 65.8 µM), without a hit: top-dose activity change, negative = inhibition, most hits filed as inhibitors. actives 0.35% (n = 350,000). AID 2517;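 further: potency means the concentration at half of the fitted maximal effect; plate controls were vehicle for no effect and reference inhibitor for full effect; nearly all actives have a fitted effect of over 55% in size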
Target sequence (P27695 whole entry, looked up): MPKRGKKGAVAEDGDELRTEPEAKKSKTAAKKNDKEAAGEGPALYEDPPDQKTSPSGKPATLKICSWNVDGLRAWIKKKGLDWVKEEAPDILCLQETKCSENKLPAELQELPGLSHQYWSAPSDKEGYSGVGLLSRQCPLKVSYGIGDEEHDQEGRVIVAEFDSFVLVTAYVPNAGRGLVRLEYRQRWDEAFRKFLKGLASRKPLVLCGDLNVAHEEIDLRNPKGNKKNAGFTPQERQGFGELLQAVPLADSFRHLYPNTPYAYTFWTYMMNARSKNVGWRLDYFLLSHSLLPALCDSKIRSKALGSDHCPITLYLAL
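APE1 at 0.75 nM preincubated 15 min at room temperature with compound. Reaction then started with 50 nM double-stranded THF-abasic substrate labelled with TAMRA/BHQ-2, and 525/598 nm fluorescence read kinetically. Activity taken as third-minus-first read difference, normalized to DMSO and NSC13755 controls.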
GRP78 ERSR act = ER stress response induction in glioma | U87-MG GRP78 promoter luciferase reporter, 16 h | Potency, µM, without a hit: at the highest dose activation, actives largely listed as activators | AID 602332 | actives 0.02% (n = 420,000); further: potency means the concentration at half of the fitted maximal effect; series mostly up to about 76 µM; % of control where 0% means no effect; nearly all actives have a fitted effect of over 35% in size
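Stably transfected U87-MG human glioma cells carrying a GRP78-based luminescent sensor were seeded at 1000 cells/well, pin-dosed with compounds and incubated 16 h. Luciferase reagent was then added, and end-point luminescence was read after 10 min at room temperature.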
BLM inh = inhibitors of human Bloom syndrome helicase BLM; AID 2528; actives 0.2% (n = 350,000); recombinant BLM DNA unwinding, fluorescence dequenching; Potency, µM (titrated, usually from 56.1 µM), for the others: at the highest dose activity change, negative = inhibition, hits mostly inhibitors;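 further: potency means the concentration at half of the fitted maximal effect; plate controls were vehicle for no effect and no enzyme for full effect; nearly all actives have a fitted effect of over 35% in size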
* = called active by the depositor; ? = inconclusive; nt = no result given; & = joins results of further samples; [ ] = dose if it differs, or a comment. Unless noted, the call rests on the fitted dose curve; in most records, active means well fitted curve in the direction sought with a large enough effect; inconclusive means small, poorly fitted or top-dose-only effect, or another doubt; inactive means no such curve, though single readings can be large; an effect the other way counts as inactive or inconclusive.

SMILES | Pol beta inh | POLK inh | Pol iota inh | LDHA inh | Pol eta inh | Anesthetic bind | APE1 inh | GRP78 ERSR act | BLM inh
CN(C(=O)COC(=O)c1cccc(S(=O)(=O)N2CCCCCC2)c1)C1CCS(=O)(=O)C1 (stereo not given) | nt | -12% | 18% | 0 | -15% | nt | 19% | -2% | nt
Cc1cc(NC(=O)CSC2=NS(=O)(=O)c3cc(F)ccc3N2)no1 | nt | -2% | 44%[activator] | 0 | -12% | nt | 4% | 0% | nt
Cc1ccc(-c2nnn(CC(=O)N(CC(=O)NCC3CCCO3)c3ccccc3)n2)o1 (stereo not given) | -17% | 2% | 24% | -3 | -15% | 0% | 7% | -4% | 3%
COc1ccc(-c2cc(C(F)(F)F)c3c(n2)sc2c(O)cc(=O)[nH]c23)c(OC)c1 | 56µM* | 20µM* | ? | -7 | 13µM* | -6% | 0% | -7% | -23%
Cc1csc(=Nc2ccccc2)n1CCCN1CCCC1=O | -14% | 6% | -2% | 3 | -17% | -7% | 9% | 5% | -14%
N#C/C(=N\Nc1ccc(S(=O)(=O)N2CCOCC2)cc1)C(N)=S | -16% | -14% | 44%[activator] | -6 | -5% | 2% | 0% | -2% | -8%
O=C(O)C1CCc2sc3[nH]c(=S)n(-c4ccccc4)c(=O)c3c21 (stereo not given) | ? | -17% | ? | -2 | ? | 4% | -5% | -7% | -1%
Cc1cccc(NC(=O)c2cc3c([nH]c2=O)CC(c2ccccc2)CC3=O)c1 (stereo not given) | 11% | -8%[60.1 µM] | 6% | -5 | -1% | -6% | nt | -1% | -2%
Cn1nc([N+](=O)[O-])c(C(C#N)c2ccccn2)c(Cl)c1=O (stereo not given) | -3% | -18% | ? | -2 | -3% | -15% | -3% | -13% | -1%
CC1C=CCC2C(=O)N(c3ccc(OC(=O)c4ccco4)cc3)C(=O)C12 (stereo not given) | 4% | -3% | 16% | 2 | -9% | ? | -2% | -3% | 4%
O=c1oc2ccccc2c(NCc2ccccc2F)c1[N+](=O)[O-] | 21% | -16% | 141%[activator] | -3 | -6% | -5% | 2% | -4% | 1%
COc1ccccc1CNC(=O)c1cc2sccc2n1Cc1ccc(F)cc1 | 15% | -5% | 34%[activator] | 2 | -10% | 17% | nt | 1% | -4%
COc1ccccc1OCCn1cc(C=O)c2ccccc21 | 2% | -1% | 23% | -3 | -20% | -10% | 4% | -3% | -2%
Cc1ccc(NC(=O)Cn2c(=O)n(Cc3nc(C)no3)c(=O)c3cc4c(cc32)OCO4)c(Cl)c1 | -7% | -26% | -6% | -9 | -7% | 8% | nt | -2% | -4%
COCC(=O)OCC(=O)Nc1cc(C)c(C)cc1[N+](=O)[O-] | -4% | -18% | 44%[activator] | -9 | -4% | -7% | 4% | -2% | 1%
Cc1cn([C@H]2C[C@H](O)[C@@H](CCC(=O)NC(c3ccccc3)c3ccccc3)O2)c(=O)[nH]c1=O | nt | 5% | 15% | -8 | -19% | nt | nt | 0% | nt
O=C(N/N=C/c1cccs1)c1cc(-c2cccc3ccccc23)n[nH]1 | ? | -7% | 18% | -2 | -22% | -20% | 3% | 5% | -6%
COc1ccc(CCNC(=O)CNCC2CCCO2)cc1OC (stereo not given) | -23% | -8% | 11% | -17 | 10% | -12% | -2% | -2% | -3%
Cc1cc(C)c2[nH]c(=O)c(C(c3nnnn3CC3CCCO3)N3CCCC(C)C3)cc2c1 (stereo not given) | -15% | -5% | 16% | 2 | -16% | -8% | -7% | -3% | -6%
Cc1ccc(C(=O)N/N=C/c2cc(Br)ccc2O)cn1 | -26% | -5% | 6% | 2 | -2% | -11% | 10% | -5% | -4%
CC(=O)c1cccc(NC(=O)N2CCC(c3ccc(C)cc3)C2)c1 (stereo not given) | -30% | 2% | 20% | 1 | -12% | ? | ? | 2% | 1%
CCOc1cc(/C=N/NC(=O)c2cccnc2)ccc1OCC(N)=O | 7% | -2% | 77%[activator] | -9 | -5% | -16% | ? | 0% | 3%
Nc1ccc(-c2cn3cccnc3n2)cc1 | 16% | -5% | 90%[activator] | 3 | -1% | 2% | -4% | -1% | -4%
O=C(COC(=O)c1ccc(Br)o1)NC12CC3CC(CC(C3)C1)C2 | nt | -6% | 9% | -3 | -20% | nt | 32% | -3% | nt
Cc1ccnc(NC(=O)c2ccc(S(=O)(=O)N3CCC(C)CC3)cc2)c1 | nt | -12% | ? | -2 | -12% | nt | 26% | -8% | nt
CC(C)CC(=O)c1c(O)c(C=O)c(O)c2c1O[C@@]1(C)[C@@H](C2)C[C@H]2C[C@@H]1C2(C)C | nt | -9% | -3% | -5 | -12% | nt | 3% | -5% | nt
Cc1ccc(C)c(N(CC(=O)NC2CCCCC2)C(=O)c2snc(C(N)=O)c2N)c1 | 10% | -7% | 39%[activator] | -6 | -23% | -23% | 20% | 1% | -5%
Cc1cc(NC(=O)CS(=O)(=O)c2ccc(F)cc2)no1 | nt | 1% | -8% | 1 | -10% | nt | 30% | -5% | nt
CCN(CC)c1ccc2c(Cl)cc(=O)oc2c1 | 5% | -12% | ? | 3 | -5% | 95%[activator] | -1% | 5% | -3%
Oc1c(C2=NCCNC(C(F)(F)F)=C2)ccc2ccccc12 | 9% | -15% | 40%[activator] | 5 | 3% | -22% | 19% | 1% | -1%
COc1ccc(NC(=O)Nc2cccc(C(F)(F)F)c2)cn1 | 11% | -17% | 61%[activator] | -1 | -2% | -6% | 16% | -3% | -7%
CCCn1ncc(CN2CCC(n3nccc3NC(=O)c3ccccc3Cl)CC2)c1C | 19% | -21% | 5% | -2 | -11% | -3% | -1% | -3% | 1%
COc1ccc(Cn2c(CCC(=O)Nc3cc(OC)c(OC)c(OC)c3)nc3cccnc32)cc1 | 5% | -6% | 22% | 14 | -22% | -13% | nt | -3% | 1%
COc1cccc(N2CCN(Cc3cccnc3)CC2)c1 | -7% | -9% | -3%[58.9 µM] | -9 | -4% | -9% | 4% | -5% | 0%
Cc1ccc(/C=N/N2CCN(C3c4ccccc4-c4ccccc43)CC2)s1 | 0% | -10% | 1% | -7 | -14% | -5% | -2% | -1% | 0%
COc1ccccc1N1CCN(C(=O)c2cc(=O)c3cc(C)cc(C)c3o2)CC1 | 0% | ? | 79%[activator] | -9 | -13% | -3% | 14% | -6% | -6%
CCN(CC)CCNS(=O)(=O)c1ccc2c3c(cccc13)C(=O)N2 | 8% | 0% | 137%[activator] | 8 | -16% | 587%[activator] | 8% | -5% | -3%
Cc1cccc(C(=O)NCC2CCN(C(=O)c3cccc(C)c3)CC2)c1 | 0% | -7% | 14% | -5 | -16% | -6% | -7% | -4% | -2%
CCOC(=O)C(C)Sc1ccc2nnc(CCNS(=O)(=O)c3ccccc3)n2n1 (stereo not given) | 5%&3% | 5%&-14% | 14%&28% | -3&-4 | -7%&-17% | -8%&-8% | -2% | -3%&-2% | -1%&-1%
Cc1cccc(S(=O)(=O)NNC(=O)c2sc(C)nc2C)c1 | 1% | 5% | 44%[activator] | 2 | -17% | -3% | 6% | 2% | -2%

Sorted by the number under Pol eta inh (descending): 3 from the list above
smiles | Pol beta inh | POLK inh | Pol iota inh | LDHA inh | Pol eta inh | BLM inh
Cc1csc(=Nc2ccccc2)n1CCCN1CCCC1=O | -14% | 6% | -2% | 3 | -17% | -14%
O=C(N/N=C/c1cccs1)c1cc(-c2cccc3ccccc23)n[nH]1 | ? | -7% | 18% | -2 | -22% | -6%
Cc1ccc(C)c(N(CC(=O)NC2CCCCC2)C(=O)c2snc(C(N)=O)c2N)c1 | 10% | -7% | 39%[activator] | -6 | -23% | -5%

Next section
SMILES | Pol beta inh | POLK inh | Pol iota inh | LDHA inh | Pol eta inh | Anesthetic bind | APE1 inh | GRP78 ERSR act | BLM inh
O=C(N/N=C/c1cc(Br)cs1)c1c[nH]c2ccccc12 | ? | -10% | -3% | -14 | -1% | 2% | 2% | -3% | 4%
O=S1(=O)CCOCCCN1Cc1cccc(F)c1 | ? | -7%&-17% | -21%&-3% | -8 | -9% | ? | -1% | -6%&-4% | -1%
COc1ccc(Nc2nnc(-c3ccc(C)c(S(=O)(=O)NCc4nc5ccccc5[nH]4)c3)c3ccccc23)cc1 | 0% | -14% | -15% | -5 | -9% | 49%[activator] | nt | 8% | -10%
CC(C)C(CO)NC(=O)CC(=O)NC(CO)C(C)C (stereo not given) | 7% | 10% | 1% | 0 | -6% | -5% | -1% | -5% | 1%
Cc1cc(C)c(NS(=O)(=O)c2ccc(NC(=O)CCC(=O)O)cc2)c(C)c1 | 9% | -3% | 0% | -2 | -5% | -3% | 2% | -1% | -4%
O=[N+]([O-])c1cccc(-c2ccc(/C=N/Nc3nc(N4CCCCC4)nc(N4CCCCC4)n3)o2)c1 | 3% | 0% | -18% | 0 | -14% | -13% | -4% | -6% | -14%
O=C(Cc1ccc(Cl)cc1)NCC(=O)N1CCCCC1 | -5% | -6% | 190%[activator] | -9 | 7% | -1% | -1% | 7% | -18%
CC(C)Oc1ccc(C(=O)N(Cc2ccco2)C2CCS(=O)(=O)C2)cc1 (stereo not given) | 33% | 4% | ? | -1 | 3% | -16% | -2% | -4% | -1%
Nc1c(C(=O)Nc2cccc(Cl)c2)sc2nc3c(cc12)CN(Cc1ccccc1)CC3 | 1% | -13% | 0% | -2 | nt | -3% | nt | nt | -9%
COCCNC(=O)c1ccc(Cl)c(Cl)c1 | 21% | -12% | 10% | -7 | -2% | 2% | 15% | -5% | -5%
CN(C)S(=O)(=O)c1ccc(Cl)c(NC(=O)c2ccncc2)c1 | 12% | -9% | -4% | -5 | -16% | 3% | 4% | -3% | -5%
O=C1[C@H]2[C@@H](/C=C/c3ccccc3)N3C(=O)CN(CC4CC4)C(=O)[C@@]3(Cc3ccccc3)[C@H]2C(=O)N1c1ccccc1 | 6% | 1% | -12% | -1 | -9% | -16% | -6% | 0% | -5%
COc1ccc(-c2coc3cc(OC)cc(OC)c3c2=O)cc1 | -26% | -3%[60.1 µM] | -2% | 10 | -1% | 0%&-16% | 23%&0% | 5%&5% | -13%&1%

Some of the compounds tested; count on the stated rates, not on these rows.
